MazEF act = activators of E. coli MazEF toxin-antitoxin RNase, primary screen, biochemical, fluorescence, uHTS. FAM/BHQ RNA-DNA oligo cleavage fluorescence, 5 h. activation, % at 20 µM. 0.32% of 350,000 active; in the data active = activation above about 50%
Target sequence (P0AE70 whole entry, looked up): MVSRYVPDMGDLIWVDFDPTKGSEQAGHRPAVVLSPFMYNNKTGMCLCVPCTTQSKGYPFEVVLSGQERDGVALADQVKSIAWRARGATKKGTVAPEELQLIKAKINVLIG
FBA Mtb inh = Mtb FBA enzyme inhibitors, primary screen, biochemical, fluorescence, strain H37Rv; 2.3% of 360,000 active; Fructose-bisphosphate aldolase (Mycobacterium tuberculosis (strain ATCC 25618 / H37Rv)), …; inhibition, % at 1 µM; purified M. tuberculosis FBA, fluorescence read-out; in the data active = inhibition above about 27%;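 also: 0% = vehicle and 100% = reference inhibitor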
Rv3671c protease = Rv3671c serine protease inhibitors, primary screen, biochemical, fluorescence polarization, M. tuberculosis H37Rv. P9WHR9. inhibition, % at 5.96 µM. 0.048% of 320,000 active. AID 2606, 2010; in the data active = inhibition above about 38%;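 also: extracellular domain of Rv3671c used as enzyme; 0% = enzyme with DMSO and 100% = no enzyme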
Target sequence (P9WHR9 whole entry, looked up, the tested form may be a part): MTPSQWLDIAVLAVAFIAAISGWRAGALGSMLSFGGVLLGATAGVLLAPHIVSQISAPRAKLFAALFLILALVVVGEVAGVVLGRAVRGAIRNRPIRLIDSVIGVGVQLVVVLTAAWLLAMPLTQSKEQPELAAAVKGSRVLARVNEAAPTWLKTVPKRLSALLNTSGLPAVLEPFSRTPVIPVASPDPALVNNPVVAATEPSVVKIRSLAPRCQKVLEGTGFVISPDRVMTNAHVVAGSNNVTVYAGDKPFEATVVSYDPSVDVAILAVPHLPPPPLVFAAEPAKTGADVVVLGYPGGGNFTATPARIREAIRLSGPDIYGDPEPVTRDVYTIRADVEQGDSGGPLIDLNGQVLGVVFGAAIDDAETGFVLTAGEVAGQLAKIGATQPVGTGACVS
BoNT F protease = BoNT/F light chain protease inhibitors, primary screen, biochemical, flow cytometry, MLPCN library | Botulinum neurotoxin type F light chain protease (Clostridium botulinum) | Multiplex microsphere protease cleavage assay | inhibition, % at 10 µM | 0.22% of 360,000 active; in the data active = inhibition above about 35%, passing the limit was not always enough; inconclusive = no clear call, values can overlap the other calls; also: plate controls were buffer without enzyme for full effect and enzyme alone for no effect
PrPC TRFRET = inhibitors of human cell surface prion protein PrPC, primary screen, cell-based, TR-FRET. inhibition, % at 13.8 µM. TR-FRET read-out. Major prion protein (Homo sapiens), P04156. AID 720596, 2013. 0.43% of 370,000 active; in the data active = inhibition above about 24%; also: 0% = median of the test wells and 100% = reference compound wells
Mtb UGM inh = M. tuberculosis UGM enzyme inhibitors, primary screen, biochemical, fluorescence polarization, single point. UDP-galactopyranose mutase (Mycobacterium tuberculosis (strain ATCC 25618 / H37Rv)), …. purified UGM, fluorescence polarization probe displacement. inhibition, % at 10 µM. 0.06% of 320,000 active; in the data active = inhibition above about 10%, passing the limit was not always enough; inconclusive = no clear call, values can overlap the other calls
Target sequence (P9WIQ1 whole entry, looked up): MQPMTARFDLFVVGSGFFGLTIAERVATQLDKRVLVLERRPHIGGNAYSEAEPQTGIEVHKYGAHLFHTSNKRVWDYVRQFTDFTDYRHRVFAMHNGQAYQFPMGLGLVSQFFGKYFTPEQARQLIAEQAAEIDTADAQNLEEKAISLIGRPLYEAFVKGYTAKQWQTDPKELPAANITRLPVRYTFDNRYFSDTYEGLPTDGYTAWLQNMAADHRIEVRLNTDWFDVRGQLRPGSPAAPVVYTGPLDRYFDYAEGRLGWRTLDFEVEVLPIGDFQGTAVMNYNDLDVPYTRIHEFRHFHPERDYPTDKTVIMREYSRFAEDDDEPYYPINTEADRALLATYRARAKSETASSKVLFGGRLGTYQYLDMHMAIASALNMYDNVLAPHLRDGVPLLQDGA
FadD28 binding = inhibitors of FadD28 bisubstrate probe binding, primary screen, biochemical, fluorescence polarization, single point; Mycobacterium tuberculosis FadD28 fatty-acid-AMP ligase; inhibition, % at 12.5 µM; 0.22% of 360,000 active; in the data active = inhibition above about 8.5%, passing the limit was not always enough; inconclusive = no clear call, values can overlap the other calls
Mtb BioA inh = M. tuberculosis BioA enzyme inhibitors, primary screen, biochemical, plate reader, single point, HTS; AID 602481, 2012; purified M. tuberculosis BioA enzyme; inhibition, % at 9.99 µM; 0.096% of 360,000 active; in the data active = inhibition above about 40%; inconclusive = no clear call, values can overlap the other calls
GDH-TPI inh = GDH-TPI coupling enzyme inhibitors, primary screen, artefact control for M. tuberculosis FBA inhibitor project, biochemical, absorbance, full deck. inhibition, % at 4.8 µM. AID 588335, 2011. 1.2% of 360,000 active. GDH-TPI coupled enzyme counterscreen, NADH absorbance; in the data active = inhibition above about 30%;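 also: 0% = DMSO wells and 100% = wells lacking the enzyme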
* = called active by the depositor; u = inconclusive; x = no result given; + = active, no number; & = joins results of further samples.

#1 CC(C)CCN1CC(C(=O)NCc2ccccc2)CC1=O (stereo not given)
#2 CCOc1ccc(CC(=O)N2CCN(c3ccc(N4CCOCC4)nn3)CC2)cc1OCC
#3 Cc1nc(-c2nnc(SCC(=O)Nc3ccc(C(F)(F)F)cc3)n2C)cs1
#4 COC(=O)c1ccc2nc(C3CCCCC3)c(Cc3ccc(OC)cc3C)n2c1
#5 Cc1cccc(C)c1NC(=O)c1cccn(Cc2ccc3c(c2)OC(F)(F)O3)c1=O
#6 Cc1oc(-c2cc(F)ccc2F)nc1CN1CCC(C(=O)N2CCOCC2)CC1
#7 Cc1ccc(C(=O)CNc2nc3c(c(=O)[nH]c(=O)n3C)n2Cc2ccccc2)cc1
#8 O=C(c1scc2c1CCCC2)N1CCOCC1

compound no.	1	2	3	4	5	6	7	8
MazEF act	1	-14	2	x	-1	-5	2	-5
FBA Mtb inh	-2	24	6	1	-2	0	-1	-1
Rv3671c protease	2	-3	-1	x	7	-4	-3	2
BoNT F protease	0	-5	0	6	7	16	4	0
PrPC TRFRET	-1	-1	-2	-12	-1	-6	-1	-3
Mtb UGM inh	-1.9	0.6	1.3	x	2.2	-0.9	0.8	-0.8
FadD28 binding	4.4	0.6	-1.2	-2.3	-8.4	-2.1	-0.7	-3.2
Mtb BioA inh	-0.7	0.1	-4.8	-0.1	-1.5	-0.2	-2.2	-0.7
GDH-TPI inh	2	-4	7	x	3	0	5	5

#9 Fc1ccccc1Cn1nnc2c(NCCc3ccccn3)ncnc21
#10 CCC(NC(=O)NCCCn1ccnc1)(C(F)(F)F)C(F)(F)F
#11 C=CCOc1c(Br)cc(C2NC(=O)NC(C)=C2C(C)=O)cc1OCC (stereo not given)
#12 CC(C)Cc1ccc(C(C)C(=O)Nc2ccccc2O)cc1 (stereo not given)
#13 O=C(CCC1CCCN(C(=O)Cn2cnnn2)C1)NCc1ccc(F)c(F)c1 (stereo not given)
#14 CCC(CC)C(=O)NCCc1cc2c(C)ccc(C)c2[nH]c1=O
#15 O=C(Nc1nnc([C@@H]2C[C@H](O)[C@@H](CO)O2)s1)Nc1cccc2c1CCCC2
#16 O=C(OCCN1CCN(C2=NS(=O)(=O)c3ccccc32)CC1)c1ccccc1F

compound no.	9	10	11	12	13	14	15	16
MazEF act	3	3	-5	47	-8	7	x	4
FBA Mtb inh	1	2	3	-1	0	0	1	2
Rv3671c protease	-3	12	-1	-12	-4	2	x	1
BoNT F protease	-18	-2	1	0	2	-2	4	-2
PrPC TRFRET	-4	6	-6	9	-2	0	-10	-5
Mtb UGM inh	-0.5	2.1	0.7	-1.2	6.3	3.3	x	2.7
FadD28 binding	-1.8	-2.3	-1.5	-2.6	1.0	-2.5	-0.2	-0.8
Mtb BioA inh	1.0	-0.3	4.4	-2.6	x	0.4	0.1	6.2
GDH-TPI inh	-4	7	11	4	4	-20	9	8

#17 C(#Cc1c(-c2ccsc2)sc2ccccc12)c1ccsc1
#18 Cc1ccc(S(=O)(=O)n2nc(OC(=O)c3ccco3)cc2N)cc1
#19 CC1CN(C(=O)N2CCOCC2)CCN1C(=O)N1CCOCC1 (stereo not given)
#20 COc1ccc(CCNC(=O)CCNC(=O)c2ccc([N+](=O)[O-])cc2)cc1
#21 O=C(Nc1ccc(Cl)cc1)C1Cc2c(-c3ccc4c(c3)OCO4)ccnc2O1 (stereo not given)
#22 C[C@@H]1CN([C@@H](C)CO)C(=O)c2cc(Br)cnc2O[C@H]1CN(C)Cc1cccnc1
#23 CS/C(=N\NC(N)=O)c1ccccc1
#24 Cc1ccc(Cl)cc1S(=O)(=O)N1CCC(C(=O)NC2CCN(Cc3ccccc3)CC2)CC1

compound no.	17	18	19	20	21	22	23	24
MazEF act	-6	-6	0	1	x	4	-2	-3
FBA Mtb inh	1	-2	2	-1	27	2	2	2
Rv3671c protease	1	7	-13	5	x	x	-4	-5
BoNT F protease	0	5	-3	11	-2	0	5	3
PrPC TRFRET	-3	5	3	-32	11	-10	-5	-2
Mtb UGM inh	2.4	-1.2	-0.3	-3.7	x	x	-0.9	-0.5
FadD28 binding	0.8	-1.0	0.3	x	-5.9	0.1	2.8	-2.8
Mtb BioA inh	0.0	x	x	-0.2	1.6	3.1&7.2	x	0.2
GDH-TPI inh	15	-4	3	11	-8	12	-1	12

#25 CN(CC(=O)Nc1cccc(F)c1)C(=O)c1ccc(N2CCOCC2)c([N+](=O)[O-])c1
#26 COc1ccccc1NC(=O)CSc1nnnn1-c1ccccc1F
#27 C/C(=N\Nc1ccc(S(=O)(=O)N2CCOCC2)cc1[N+](=O)[O-])C(C)C
#28 COc1ccccc1-c1nc(C#N)c(NCCCn2ccnc2)o1
#29 O=C1NC(Cc2ccc(O)cc2)c2nc3ccc(F)cc3c(=O)n2-c2ncccc21 (stereo not given)
#30 CCCn1c(C)cc(C(=O)COC(=O)CN=C2NS(=O)(=O)c3ccccc32)c1C
#31 CCOC(=O)C1CN(C(=O)OCC)CC1=NNC(N)=O (stereo not given)
#32 COc1ccc(C(=O)Nc2cc(C)on2)cc1[N+](=O)[O-]

compound no.	25	26	27	28	29	30	31	32
MazEF act	1	7	11	5	14	5	-7	-4
FBA Mtb inh	0	0	-1	+	-2	-2	2	1
Rv3671c protease	2	0	7	2	x	-7	x	-6
BoNT F protease	-6	10	-1	1	-7	-1	1	4
PrPC TRFRET	-1	9	-30	-4	3	17	-1	-8
Mtb UGM inh	1.0	2.1	-0.9	1.0	x	2.0	x	-0.6
FadD28 binding	-2.1	0.5	-2.0	-1.5	-1.9	-1.3	-1.5	-1.9
Mtb BioA inh	4.9	0.2	0.3	x	1.9	-0.3	-0.3	x
GDH-TPI inh	3	-4	2	6	1	3	9	5

6 structures out of the list, ordered by heavy-atom count, high to low:
#24 Cc1ccc(Cl)cc1S(=O)(=O)N1CCC(C(=O)NC2CCN(Cc3ccccc3)CC2)CC1
#22 C[C@@H]1CN([C@@H](C)CO)C(=O)c2cc(Br)cnc2O[C@H]1CN(C)Cc1cccnc1
#21 O=C(Nc1ccc(Cl)cc1)C1Cc2c(-c3ccc4c(c3)OCO4)ccnc2O1 (stereo not given)
#20 COc1ccc(CCNC(=O)CCNC(=O)c2ccc([N+](=O)[O-])cc2)cc1
#26 COc1ccccc1NC(=O)CSc1nnnn1-c1ccccc1F
#17 C(#Cc1c(-c2ccsc2)sc2ccccc12)c1ccsc1

compound no.	24	22	21	20	26	17
MazEF act	-3	4	x	1	7	-6
FBA Mtb inh	2	2	27	-1	0	1
Rv3671c protease	-5	x	x	5	0	1
BoNT F protease	3	0	-2	11	10	0
PrPC TRFRET	-2	-10	11	-32	9	-3
Mtb UGM inh	-0.5	x	x	-3.7	2.1	2.4
FadD28 binding	-2.8	0.1	-5.9	x	0.5	0.8
Mtb BioA inh	0.2	3.1&7.2	1.6	-0.2	0.2	0.0
GDH-TPI inh	12	12	-8	11	-4	15

Next structures follow:
#33 Cc1cccc(Oc2ccc(S(=O)(=O)N3CCCCC3)cc2N)c1
#34 COc1ccc(-c2nnc(SCC(=O)Nc3ccc(C(=O)O)cc3)n2-c2ccc(Cl)cc2)cc1
#35 O=C(NCc1cccnc1)c1ccccn1
#36 Cc1ccc(N2C(=O)CC(c3ccsc3)C3=C2CC(C)(C)CC3=O)cc1 (stereo not given)
#37 Cc1ccc(NC(=O)Nc2cnc3ccccc3c2)cc1
#38 Cc1ccc(NC(=O)c2ccccc2CCc2ccccc2)c(C)c1
#39 CCO/N=C(\C)c1c(O)c(CC)c(-c2ccccc2)n(-c2ccccc2)c1=O
#40 CCCN(CCC)C(=O)c1ccc2c(c1)N(CC)C(=O)c1ccccc1S2(=O)=O

compound no.	33	34	35	36	37	38	39	40
MazEF act	1	6	9	3	2	5	4	1
FBA Mtb inh	-7	3	3	-3	2	0	0	5
Rv3671c protease	0	x	-5	7	15	-5	3	-4
BoNT F protease	-9	10	2	-3	-7	-9	15	u
PrPC TRFRET	14	8	-1	-4	7	11	0	-7
Mtb UGM inh	-0.9	-0.8	1.5	-0.9	0.5	-4.9	5.1	-1.4
FadD28 binding	-1.9	-2.0	-3.1	-0.4	-3.2	-1.1	-1.6	-0.5
Mtb BioA inh	x	5.2	0.4	-2.3	x	0.3	-2.4	x
GDH-TPI inh	-4	11	-1	4	-1	2	5	0

#41 O=C(C[n+]1cc(-c2ccc(F)cc2)n2c1CCC2)OCc1ccccc1
#42 COc1cc(C)ccc1OCCCOc1cc(C)ccc1Cl
#43 O=C(COc1ccccc1/C=C1\SC(=S)NC1=O)Nc1ccc(F)cc1
#44 Cc1ccc(CNC(=O)COC(=O)CSc2ccc(Br)cc2C)cc1
#45 CCn1c(SCC(=O)N/N=C/c2c[nH]c3ccccc23)nnc1-c1ccc(Cl)cc1
#46 CCCCn1c(N)c(N(CCOC)C(=O)c2cc(S(=O)(=O)N3CCCCC3)ccc2Cl)c(=O)[nH]c1=O
#47 Cc1sc2nc(C(C)C)oc(=O)c2c1C
#48 CC(=O)N1c2ccc(S(=O)(=O)N3CCC(C(=O)Nc4ccccn4)CC3)cc2CC1C (stereo not given)

compound no.	41	42	43	44	45	46	47	48
MazEF act	-7	-3	12	-9	7	-1	3	4
FBA Mtb inh	-2	4	-6	-1	-6	-1	0	-2
Rv3671c protease	-3	3	-7	-17	-3	-8	2	-6
BoNT F protease	1	-14	-10	4	0	-2	-18	-4
PrPC TRFRET	-5	0	-10	5	-2	2	4	-2
Mtb UGM inh	2.9	-0.3	1.5	-0.5	-2.2	1.7	1.2	2.5
FadD28 binding	-0.5	-1.2	-4.4	-3.7	-0.8	-2.6	-2.5	-2.6
Mtb BioA inh	x	-0.1	0.2	-0.1	x	-0.4	0.1	-0.8
GDH-TPI inh	14	3	16	-1	10	8	0	8

#49 Cc1ncoc1C(=O)N1CCCC(C(=O)Nc2cccc(-c3ccc(F)cc3)c2)C1 (stereo not given)
#50 O=[N+]([O-])c1ccc(OCc2n[nH]c(=S)n2-c2ccccc2)cc1
#51 O=C(NN1CCOCC1)c1c(-c2ccccc2)sc2ccccc12
#52 COc1ccc(CNS(=O)(=O)c2ccc(N3CCCC3)cc2Br)cc1
#53 O=Cc1ccc(N2N=C(c3ccccc3)CC2c2ccccc2)cc1 (stereo not given)
#54 CCc1nnc(SCC(=O)NC2CCCCC2)nc1CC
#55 Fc1ccc(-c2nc(-c3cccs3)[nH]c2-c2ccc(F)cc2)cc1
#56 CC(Nc1nc(N2CCNCC2)nc2ccccc12)c1ccccc1 (stereo not given)
#57 COc1ccc(S(=O)(=O)N2CCOCC2)cc1C(=O)Nc1nc2ccccc2s1
#58 Cc1ccc(S(=O)(=O)N2CCC(C(=O)Nc3nnc(C)s3)CC2)cc1
#59 CCc1ccc2c(COC(=O)c3n[nH]c4ccccc34)cc(=O)oc2c1

compound no.	49	50	51	52	53	54	55	56	57	58	59
MazEF act	-5	10	6	1	-19	5	8	-17	18	-6	-24
FBA Mtb inh	9	2	-1	1	86*	-1	50*	26	6	1	-1
Rv3671c protease	2	-5	3	x	-5	-6	13	7	-3	-7	-9
BoNT F protease	8	-9	-3	-3	53*	2	-8	-6	-3	-14	-5
PrPC TRFRET	7	-5	-1	-2	-6	-1	8	20	5	-1	-1
Mtb UGM inh	1.7	0.4	-4.3	x	0.2	-2.7	-1.9	-1.4	3.2	1.0	-3.5
FadD28 binding	0.3	0.7	0.7	-3.4	u	1.7	-6.1	-7.8	-4.0	-2.6	-1.3
Mtb BioA inh	-3.6	-0.2	0.1	0.1	-3.1	6.8	-1.2	x	-0.5	-1.0	-2.6
GDH-TPI inh	-7	9	2	-6	7	0	1	2	-1	3	7

Screening data from PubChem.

The order is random. About 4.8% of those tested had a hit in this group.
